Screens (PubChem BioAssay)
Jurkat NFkB inh: inhibitors of the PMA/ionomycin-induced NF-kB reporter in Jurkat cells | AID 435003 | inhibition, % at 4 µM | hit rate 0.53% among 330,000 | PMA/ionomycin-induced NF-kB luciferase reporter, luminescence; in the data active means inhibition above about 50%
697 NFkB inh: lowers PMA/ionomycin-induced NF-kB signal in 697 B cells | 697 B-cell NF-kB luciferase reporter, 16 h | inhibition, % at 4 µM | hit rate 0.33% among 330,000; in the data active means inhibition above about 35%
CXCR6 block: inhibitors of human CXCR6 receptor; O00574; CHO-K1 PathHunter CXCR6 beta-arrestin, luminescence; inhibition, % at 20 µM; hit rate 0.36% among 360,000; AID 602244; in the data active means inhibition above about 34%, passing the limit was not always enough;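 further: antagonist mode with CXCL16 agonist at 10 nM final; 0% = 10 nM CXCL16 with DMSO and 100% = unstimulated wells without agonist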
EBI2 antag: blocks human EBI2 receptor beta-arrestin signaling. P32249. EBI2 beta-arrestin recruitment, luminescence, 7a,25-OHC stimulated. AID 651636. hit rate 0.81% among 360,000. inhibition, % at 5 µM; in the data active means inhibition above about 38%;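 further: enzyme fragment complementation signal reports receptor beta-arrestin coupling in cells; 0% = agonist plus DMSO wells and 100% = wells without agonist; some results beyond the cut were filed as inactive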
APJ antagonist: APJ receptor antagonism; CHO-K1 APJ beta-arrestin complementation, luminescence; inhibition, % at 20 µM; hit rate 0.32% among 330,000;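 active means inhibition above about 40% at 20 µM, limit read from the data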;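 further: cells challenged with 10 nM apelin-13 agonist together with compound; plate controls were apelin-13 plus DMSO wells for no effect and DMSO wells lacking apelin-13 for full effect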
Target sequence (P35414 whole entry, looked up): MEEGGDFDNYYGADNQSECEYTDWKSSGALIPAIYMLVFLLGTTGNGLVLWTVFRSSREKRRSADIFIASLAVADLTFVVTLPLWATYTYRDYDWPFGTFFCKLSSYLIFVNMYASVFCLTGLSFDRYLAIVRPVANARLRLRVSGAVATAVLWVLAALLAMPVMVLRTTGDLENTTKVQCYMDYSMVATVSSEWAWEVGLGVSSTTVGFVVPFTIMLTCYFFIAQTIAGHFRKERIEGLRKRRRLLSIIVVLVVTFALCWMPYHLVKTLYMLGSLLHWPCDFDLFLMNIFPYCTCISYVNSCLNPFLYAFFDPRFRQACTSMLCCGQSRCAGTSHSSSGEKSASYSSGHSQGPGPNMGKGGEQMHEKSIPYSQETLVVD
Gli-Sufu block: Gli-Sufu pathway antagonism; inhibition, % at 5 µM; Sufu-KO-LIGHT fibroblasts, Gli luciferase reporter luminescence; hit rate 0.74% among 340,000;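 active means inhibition above about 55%, limit read from the data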;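 further: 0% = DMSO-treated cells and 100% = wells with medium but no cells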
CCR6 antagonist: CCR6 (human) receptor antagonism; P51684; CHO-K1 CCR6 PathHunter beta-arrestin, luminescence, CCL20-stimulated; inhibition, % at 20 µM; hit rate 0.49% among 340,000;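 active means compounds whose inhibition of the agonist-driven luminescence signal at 20 µM reaches about 50%, limit read from the data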;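 further: cells stimulated with CCL20 at 14 nM final; plate controls were DMSO with CCL20 for no effect and DMSO without agonist for full effect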
Target sequence (P51684 whole entry, looked up): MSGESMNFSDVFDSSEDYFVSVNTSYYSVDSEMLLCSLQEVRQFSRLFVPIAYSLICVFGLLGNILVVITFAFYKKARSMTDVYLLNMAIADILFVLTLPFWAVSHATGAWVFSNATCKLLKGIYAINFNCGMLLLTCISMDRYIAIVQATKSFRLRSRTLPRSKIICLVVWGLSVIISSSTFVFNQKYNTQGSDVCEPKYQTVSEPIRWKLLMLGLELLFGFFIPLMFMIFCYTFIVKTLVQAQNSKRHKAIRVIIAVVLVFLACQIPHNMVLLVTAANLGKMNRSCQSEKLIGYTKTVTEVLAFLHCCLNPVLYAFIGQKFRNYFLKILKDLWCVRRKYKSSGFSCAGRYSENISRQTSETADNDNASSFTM
UBC13 inh: human UBC13 polyubiquitination inhibition | P61088 | UBC13 polyubiquitin chain formation, TR-FRET | inhibition, % at 20 µM | hit rate 0.47% among 330,000; in the data active means inhibition above about 45%, passing the limit was not always enough
Target sequence (P61088 whole entry, looked up): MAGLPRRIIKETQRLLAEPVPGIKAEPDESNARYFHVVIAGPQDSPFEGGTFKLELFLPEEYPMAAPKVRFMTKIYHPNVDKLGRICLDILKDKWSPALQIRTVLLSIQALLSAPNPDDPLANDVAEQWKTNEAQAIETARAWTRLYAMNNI
Numbers without * were called inactive; · = no result given; & = joins results of further samples.

Order of values – CXCR6 block, Gli-Sufu block, 697 NFkB inh, EBI2 antag, Jurkat NFkB inh, CCR6 antagonist, APJ antagonist, UBC13 inh
[1] CCOC(=O)C1CCN(C(=O)COC(=O)C2CCN(S(=O)(=O)c3ccc(C)c(C)c3)CC2)CC1
  4, -7, -6, -3, -6, -3, -54, -3
[2] CCc1nc2c3cnn(-c4cc(Cl)ccc4C)c3ncn2n1
  -5, -3, 11, 1, -6, 2, 4, 7
[3] COc1ccc(NC(=O)c2cc([N+](=O)[O-])nn2Cc2ccccc2)c(C)c1
  6, -8, 5, -2, 6, 5, 14, 0
[4] CC[n+]1c(/C=C(\C)SC)sc2ccccc21
  -6, 4, 17, 1, 3, 5, 6, -2
[5] Cc1ccccc1OCC(=O)O/N=C(\N)Cc1ccc(Cl)cc1
  -10, 11, -1, 32, -12, 19, -9, 6
[6] COCn1c(COc2ccc3ccccc3c2)nc2ccccc21
  5, 14, -96, 14, -81, 41, -12, 11
[7] CN1c2ccccc2N(C)C1c1c(O)ccc2ccccc12
  -1, 3, -2, -6, -8, -16, -17, 0
[8] Cc1ccc(N/C=C/C(=O)c2ccc(C)cc2)cc1
  -3, -82, -135, 24, -142, -6, -22, -8
[9] S=C(NCc1ccc2[nH]c3c(c2c1)CCCC3)Nc1ccccc1
  3, -22, -25, 21, -4, 11, -2, 8
[10] Cc1cc(NS(=O)(=O)c2ccc(NC(=O)C(CC(C)C)N3C(=O)c4ccccc4C3=O)cc2)nc(C)n1 (stereo unspecified)
  -1, -14, 21, -3, -11, 0, -2, -13
[11] Cc1ccc(NS(=O)(=O)c2ccc(C(C)C)cc2)cc1S(=O)(=O)N1CCOCC1
  -8, 1, 0, 5, -11, 14, 1, -9
[12] Cc1cccc(C(=O)Nc2ccccc2C(=O)NCc2cccnc2)c1
  2, -4, 5, 7, -8, -3, 10, 9
[13] O=C(NCc1ccccc1)c1cccc(COc2ccc3c(c2)CCC3)c1
  6, -91, -37, 14, -5, 19, 6, 4
[14] Cc1cc(NC(=O)C(C)SCC(=O)Nc2ccccc2N2CCCC2)no1 (stereo unspecified)
  0, 3, -8, 8, -4, -7, 10, -7
[15] COc1ccc(Nc2ccc(N3C(=O)CCCC3=O)cc2[N+](=O)[O-])c(OC)c1
  18, 4, 0, 2, -8, 24, 30, -70
[16] COc1cccc(/C=N/NC(=O)c2c(-c3ccccc3)noc2C)c1OC
  -1, 5, 4, -5, 15, -3, -3, 10
[17] COc1cccc(CC(=O)OCC(=O)NCCc2ccc(F)cc2)c1
  3, 2, 17, -1, 7, 8, -6, 1
[18] CCCCSc1nnc(NC(=O)CCc2ccccc2)s1
  -12, -6, -15, -19, 15, -12, 7, -3
[19] C=CCC1(C#N)C(SC)=NC2=C(C(=O)CC(C)(C)C2)C1c1ccc(Br)cc1 (stereo unspecified)
  10, -5, 18, 9, 5, 24, 10, 6
[20] C=CCNCCCCOc1ccccc1-c1ccccc1
  1, 10, -3, -6, 7, -7, 7, 2
[21] Cc1ccccc1-c1cc(C(=O)NCC2CC2)nn1CC1CC(c2cccc([N+](=O)[O-])c2)=NO1 (stereo unspecified)
  10, 10, 5, 8, 9, 22, 13, 14
[22] COc1cc(NC(=O)C2CCN(S(=O)(=O)c3cccs3)CC2)cc(OC)c1
  4, -6, -23, 11, -24, 6, 8, 10
[23] O=C(COc1ccc(F)cc1Cl)Nc1cccc(S(=O)(=O)N2CCCCCC2)c1
  -10, -6, 0, -4, -5, 10, 7, 5
[24] CC(NC(=S)Nc1c(Cl)cccc1OC(F)F)C(C)(C)C (stereo unspecified)
  5, 0, 2, -22, 2, -21, 13, 6
[25] CN1Cc2sc(NC(=S)NC(=O)c3ccccc3)c(C#N)c2CC1(C)C
  ·, 60*, -21, ·, 39, 37, 20, -48
[26] CC(=O)N(Cc1ccccc1)C1CC(=O)N(Cc2ccccc2)C1=O (stereo unspecified)
  -1, -10, ·, 3, ·, 6, ·, ·
[27] CN(C)S(=O)(=O)c1ccc(S(=O)(=O)N2CCCC(C(=O)NC3CC3)C2)cc1 (stereo unspecified)
  -2, 8, -19, 8, 7, 6, 3, 6
[28] CC(=O)N(C)c1nc(N)n(-c2ccccc2)n1
  -5, -20, 16, -13, 4, 7, 3, 4
[29] CN1CCN(C(=O)/C(=C/c2ccc(N(C)C)cc2)NC(=O)c2ccccc2)CC1
  -4, 20, 11, -8, 3, -2, 2, -10
[30] Cc1ccc(NC(=O)c2ccc(=O)[nH]c2)cc1S(=O)(=O)N1CCCCCC1
  -8, 2, -7, 1, 10, 1, 6, -12
[31] Clc1nc(CN2CCCCC2)nc2sc3c(c12)CCCC3
  3, 7, -8, -8, 0, 7, -4, 1
[32] CCc1ccc(-n2c(O)c(C=NCCN(CC)CC)c(=O)[nH]c2=O)cc1
  0, 0, ·, -6, ·, 6, ·, ·
[33] CC(=O)Nc1cccc2c1C(=O)N(c1ccc(C)cc1)C2=O
  5, 8, -43, 7, -11, 12, -15, -2
[34] Cc1ccc2cc(C=O)c(N(C)C)nc2c1
  -5, -1, -37, -4, 5, 0, -12, 15
[35] NC(=O)NC(=O)CSc1nc2cc([N+](=O)[O-])ccc2n1-c1cccc(C(F)(F)F)c1
  16, 3, -10, 11, -2, 28, -5, 7
[36] Cc1cc(C)n(S(=O)(=O)c2ccc3oc(=O)ccc3c2)n1
  -1, 0, 19, -9, 20, 17, 14, 4
[37] O=C(NCc1ccccc1)c1cc(=O)c2ccccc2o1
  5, -6, 1, 10, -5, 11, 10, -3
[38] CN1CCN(C2=NC(=O)/C(=C/c3cn[nH]c3-c3ccccc3)S2)CC1
  3, 2, -6, 8, 5, 2, 8, 20
[39] CC(C)(C)c1nnc2sc(SCC(=O)N3CCc4ccccc43)nn2c1=O
  6, 4, -10, 5, 0, 0, 11, -5
[40] CCC(c1nnc(SCC(=O)Nc2ccc(C(=O)Nc3ccccc3OC)cc2)o1)N(C)C (stereo unspecified)
  7, 3, 6, 0, 10, 17, 10, -4

Molecules from the list above with fluorine (4):
Order of values – CXCR6 block, Gli-Sufu block, 697 NFkB inh, EBI2 antag, Jurkat NFkB inh, CCR6 antagonist, APJ antagonist, UBC13 inh
[17] COc1cccc(CC(=O)OCC(=O)NCCc2ccc(F)cc2)c1
  3, 2, 17, -1, 7, 8, -6, 1
[23] O=C(COc1ccc(F)cc1Cl)Nc1cccc(S(=O)(=O)N2CCCCCC2)c1
  -10, -6, 0, -4, -5, 10, 7, 5
[24] CC(NC(=S)Nc1c(Cl)cccc1OC(F)F)C(C)(C)C (stereo unspecified)
  5, 0, 2, -22, 2, -21, 13, 6
[35] NC(=O)NC(=O)CSc1nc2cc([N+](=O)[O-])ccc2n1-c1cccc(C(F)(F)F)c1
  16, 3, -10, 11, -2, 28, -5, 7

Continued:
Order of values – CXCR6 block, Gli-Sufu block, 697 NFkB inh, EBI2 antag, Jurkat NFkB inh, CCR6 antagonist, APJ antagonist, UBC13 inh
[41] COc1c(C(=O)Nc2ccc3[nH]c(=O)[nH]c3c2)cc2ccccc2c1Br
  -1, 2, 18, -1, -1, 3, 5, 6
[42] CCOc1ccccc1C(=O)NC1CC2CCCC(C1)N2Cc1ccc(C)cc1 (stereo unspecified)
  6, 14, -21, 0, -12, 12, -1, 4
[43] COC(=O)CSc1nnc(-c2ccoc2C)n1-c1ccc(OC)cc1
  4, -6, -19, 11, -7, 8, -6, -3
[44] COc1ccc(N(CC(=O)NCCSc2ccccn2)S(=O)(=O)c2ccccc2)c(OC)c1
  1, -1, 6, -4, 7, 8, -1, 3
[45] O=C(CCc1nc2ccccc2s1)NCc1ccccc1F
  1, -7, 3, 20, -17, 6, -8, -3
[46] CN1CCN(C(=O)CN(c2cccc(Cl)c2)S(=O)(=O)c2ccccc2)CC1
  4, -12, -8, 2, 11, 16, 9, 4
[47] Cc1cc(C)c(CN2CCN(CCCn3cnc(C(=O)Nc4ccc(C)c(C)c4)n3)CC2)c(C)c1
  -23, 2, ·, 27, ·, 19, ·, ·
[48] c1c(C2CCCCC2)n[nH]c1CN1CCCCC1
  0, 3, -1, -10, -2, 6, -16, -1
[49] CN(CCOc1ccc(Cl)cc1)C(=O)c1cccc(S(=O)(=O)N2CCN(c3ccccc3)CC2)c1
  -5, 51, ·, 27, ·, 12, ·, ·
[50] Cc1noc(C)c1S(=O)(=O)N1CCCC(C(=O)NCc2ccccc2Cl)C1 (stereo unspecified)
  6, 3, -22, -8, -2, 12, 17, -5
[51] O=C(N/N=C/c1ccccn1)c1ccco1
  -1, -14, -13, 0, -16, 4, 6, -12
[52] O=C1[C@@H]2Cc3c([nH]c4ccccc34)C(c3ccc(Cl)cc3)N2C(=O)CN1CCO (stereo partly specified)
  -10, -4, 30, 4, 6, -6, 16, 11
[53] CC(=O)c1ccc2c(c1)C1C=CCC1C(c1ccc(S(=O)(=O)N3CCOCC3)cc1)N2 (stereo unspecified)
  2, -4, ·, -4, ·, 20, ·, ·
[54] O=C(CCN1C(=O)C2C3C=CC(C3)C2C1=O)Oc1ccc2ccccc2c1 (stereo unspecified)
  -14, 2, 21, -5, 7, -10, 3, 8
[55] CS(=O)(=O)N1CCN(C(=O)Nc2ccccc2)CC1
  0, 2, -3, 0, 9, -10, 10, 4
[56] CCCCCCSc1cccc(-c2nc3ccc(Cl)cn3c2NCc2ccccc2)c1
  11&2, -11, -12, 15&27, 1, 24, -8, 2
[57] COc1ccccc1CNc1ncc(-c2ccccc2)n1C
  4, 14, -37, 14, -15, 14, 26, -1
[58] C=CCN(c1ccc(C(=O)Nc2ccc3c(c2)n(C)c(=O)n3C)cc1)S(C)(=O)=O
  -5, 17, 30, 5, 2, 20, 7, -2
[59] CCC(C(=O)c1ccc(O)cc1)c1ccccc1 (stereo unspecified)
  -1, -3, -22, 1, -1, 8, 3, -8
[60] O=C(O)C1C2C=CC(C2)C1C(=O)Nc1cccc(C(=O)N2CCCCC2)c1 (stereo unspecified)
  -1, 6, 7, -1, 1, 2, 12, 5

One compound at a time (already shown).
`CCCCCCSc1cccc(-c2nc3ccc(Cl)cn3c2NCc2ccccc2)c1` is entered as CXCR6 block: 11&2; Gli-Sufu block: -11; 697 NFkB inh: -12; EBI2 antag: 15&27; Jurkat NFkB inh: 1; CCR6 antagonist: 24; APJ antagonist: -8; UBC13 inh: 2
`CCC(C(=O)c1ccc(O)cc1)c1ccccc1` (stereo unspecified) is entered as CXCR6 block: -1; Gli-Sufu block: -3; 697 NFkB inh: -22; EBI2 antag: 1; Jurkat NFkB inh: -1; CCR6 antagonist: 8; APJ antagonist: 3; UBC13 inh: -8
`CCOc1ccccc1C(=O)NC1CC2CCCC(C1)N2Cc1ccc(C)cc1` (stereo unspecified) is entered as CXCR6 block: 6; Gli-Sufu block: 14; 697 NFkB inh: -21; EBI2 antag: 0; Jurkat NFkB inh: -12; CCR6 antagonist: 12; APJ antagonist: -1; UBC13 inh: 4

The main list resumes, starting 2 compounds before the break.
Order of values – CXCR6 block, Gli-Sufu block, 697 NFkB inh, EBI2 antag, Jurkat NFkB inh, CCR6 antagonist, APJ antagonist, UBC13 inh
[59] CCC(C(=O)c1ccc(O)cc1)c1ccccc1 (stereo unspecified)
  -1, -3, -22, 1, -1, 8, 3, -8
[60] O=C(O)C1C2C=CC(C2)C1C(=O)Nc1cccc(C(=O)N2CCCCC2)c1 (stereo unspecified)
  -1, 6, 7, -1, 1, 2, 12, 5
[61] CNC(=O)CSc1cnc2ccccc2n1
  0, -4, 7, -13, -3, 18, 6, -35
[62] O=C(NC1CCCC1)C1=COCCO1
  2, 1, 3, 8, -2, -9, -6, -1
[63] O=C1CC2(CCCC2)C(=O)N1CN1CCN(S(=O)(=O)c2ccc(Cl)c(Cl)c2)CC1
  8, 8, 0, -1, -13, 1, 11, 4
[64] CCN1C(=O)/C(=C/c2ccc(OC)c(OC)c2)N=C1SCC(=O)NCc1ccco1
  4, 5, 2, -5, 3, 10, 19, 1
[65] O=c1cc(-c2cccc(F)c2)[nH]c2ccccc12
  0, 22, -26, -25, 72*, 2, -54, -8
[66] C=CCSc1nnc(NC(=O)c2cccc(S(=O)(=O)N(C)c3ccccc3)c2)s1
  4, 74*, -3, 9, 9, -1, 6, -2
[67] Cc1ccc(NC(=O)C2CCCCC2)cc1C
  -9, 7, 6, -8, 2, -3, -4, 5
[68] CC(=C/C(=O)O)/C(=C/c1ccccc1)C(=O)O
  3, 6, 15, -3, 6, 10, 10, 4
[69] COc1ccccc1NC(=O)Cn1nnc(-c2ccccc2NC(=O)c2ccco2)n1
  6, 22, -27, 3, 44, 14, -6, -13
